Bioassay records as filed in PubChem BioAssay.
WT yeast gro inh: growth inhibition of WT strain, primary screen, mitochondrial fusion inhibitor project, WT and mutant strains, chemical genetic; mitochondrial fusion phenotypic screen; inhibition, % at 10 µM; 190,000 compounds, 2.1% hits; in the data active = inhibition above about 58%; tested in S. cerevisiae
RSV CPE inhibition: RSV antiviral activity via CPE protection, HEp-2 cells, primary 10 µM value included (AID 2391); HEp-2 cells, RSV-induced CPE inhibition; higher % means a stronger effect; CPE inhibition, % at 10 µM; hits with a dose series show IC50 in µM; 310,000 compounds, 0.13% hits; in the data active = a potency from the dose series; inconclusive = CPE inhibition mostly from about 23% at the one dose, without a potency; inactive = the rest, 99 in 100 with CPE inhibition below about 21%; also: strong numbers were not always called active
XIAP displacement: XIAP antagonists, biochemical, IAP family, fluorescence polarization (AID 1018). XIAP BIR domain, fluorescence polarization peptide displacement; higher % means a stronger effect. one-dose displacement, % at 20 µM; IC50 in µM for titrated hits. 200,000 compounds, 0.007% hits; in the data active = displacement above about 50%; also: a part of the inactive calls stands beside numbers as strong as those of hits
human PMI inhibitors: human PMI inhibitors, high substrate, primary screen, biochemical, fluorescence intensity, high mannose 6-phosphate (AID 1220). recombinant PMI enzyme, coupled fluorescence intensity; higher % means a stronger effect. Mannose-6-phosphate isomerase (Homo sapiens). 190,000 compounds, 0.66% hits. inhibition, % at 20 µM; hits with a dose series show IC50 in µM
PhoP inhibition: inhibitors of PhoP regulon expression, primary screen, Salmonella Typhimurium, GFP reporter (AID 1863) | S. Typhimurium PhoP-regulated promoter GFP reporter, 4 h; higher % means a stronger effect | one-dose inhibition, % at 50 µM; IC50 in µM for titrated hits | 300,000 compounds, 0.16% hits;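 active = inhibition over 29.93%, a cutoff 3 SD above the screen mean, later confirmed by dose response; inconclusive = inhibition over 29.93% but no dose response follow-up; inactive = inhibition at most 29.93% or unconfirmed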;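 also: 0% = low Mg2+ inducing control and 100% = high Mg2+ repressing control; strong numbers were not always called active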
Myeloid diff 2: induction of myeloid progenitor differentiation, primary screen, cell-based, flow cytometry, MLPCN library; ER-HoxA9 myeloid progenitors, lysozyme-GFP differentiation; calls only at 10 µM; 360,000 compounds, 1% hits;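 active = normalized GFP-positive differentiation at or above the plate's own cutoff, the solvent-only control mean plus 3 SD; inconclusive = no clear call, values can overlap the other calls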;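 also: cells exposed to compound for four days before flow analysis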
human PMI inhibition: inhibitors of human PMI, primary screen, biochemical, fluorescence intensity, coupled assay (AID 1209); Mannose-6-phosphate isomerase (Homo sapiens); purified PMI enzyme, coupled fluorescence intensity; higher % means a stronger effect; one-dose inhibition, % at 20 µM; IC50 in µM for titrated hits; 190,000 compounds, 0.42% hits;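 also: plate controls were DMSO vehicle for no effect and wells lacking substrate for full effect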
TNAP activators: human TNAP enzyme activators, primary screen, biochemical, luminescent, no phosphate acceptor, uHTS (AID 1001) | purified TNAP, luminescent activation assay, no phosphate acceptor; higher activation fold means a stronger effect | one-dose activation fold at 20 µM; EC50 in µM for titrated hits | 200,000 compounds, 0.03% hits | Alkaline phosphatase, tissue-nonspecific isozyme (Homo sapiens); in the data active = activation fold from about 3, or a potency from the dose series; inactive = the rest, 99 in 100 with activation fold below about 1.6; also: many of its hits are not listed in these tables
Siah-1 displacement: Siah-1 peptide-binding antagonists, primary screen, biochemical, fluorescence polarization, rhodamine-plectin, uHTS (AID 1817). one-dose displacement, % at 20 µM; IC50 in µM for titrated hits. 290,000 compounds, 0.02% hits. Siah-1 / rhodamine-plectin peptide fluorescence polarization; higher % means a stronger effect;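 active = displacement of at least 50% at 20 µM, with a fluorescence ratio check between 0.3 and a set limit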;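 also: plate controls were Siah plus tracer with DMSO for no effect and tracer alone without Siah for full effect; strong numbers were not always called active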
WT yeast gro inh mutant strain: recorded beside WT yeast gro inh, whose call it bears; inhibition, %; mitochondrial fusion phenotypic screen, mutant strain inhibition
Myeloid diff 2 GFP+ MAC1+ %: second read-out of Myeloid diff 2, no call of its own (marks repeat the call); GFP+ MAC1+ double positive, %; measured here: differentiation confirmed by MAC1 staining
* = called active by the depositor; i = inactive; ? = inconclusive; · = not tested or not shown. Rule as the data show it, unless noted: active = inhibition above about 50%; inactive = the rest.

SMILES	WT yeast gro inh	WT yeast gro inh mutant strain	RSV CPE inhibition	XIAP displacement	human PMI inhibitors	PhoP inhibition	Myeloid diff 2	Myeloid diff 2 GFP+ MAC1+ %	human PMI inhibition	TNAP activators	Siah-1 displacement
Cc1c(F)cccc1NC(=O)c1ccc2c(c1)CCN2S(C)(=O)=O	·	·	0.9%	·	·	0%	i	0.8	·	·	-3%
CCC(=O)N1CCN(c2ccc(NC(=O)c3ccc(-c4ccccc4)cc3)cc2)CC1	-5	8	·	-2.9%	-2%	-5%	·	·	0%	1.1	0%
CSc1nc(N2CCOCC2)cc(N2CCOCC2)n1	-7	-9	0.9%	-2.6%	0%	4%	i	0.6	1%	1.1	16%
CN(Cc1ccccc1)C(=O)c1ccccc1NC(=O)C1=CSCCO1	·	·	1.7%	·	·	0%	i	1.4	·	·	5%
O=C(NCCc1ccc(Cl)cc1)c1ccc2ccccc2n1	·	·	?	·	·	-9%	?	·	·	·	-2%
COC(=O)C1CCN(C(=O)COC(=O)Cc2c[nH]c3ccccc23)CC1	0	-3	1.3%	0.6%	-2%	-8%	i	0.5	-6%	1.1	0%
Cc1[nH]c2ccccc2c1C(=O)CSc1ccc(Cl)cc1	9	0	0.7%	-0.9%	-3%	-7%	i	0.3	1%	1.1	17%
CSCCC(NC(=O)C1CC1)c1nc2ccccc2[nH]1 (stereo unspecified)	12	0	-0.1%	-4.3%	12%	0%	i	0.9	6%	1.1	0%
CCOC(=O)c1cnc2nc(Cc3ccccc3)[nH]n2c1=O	-4	-6	1.6%	2.7%	-16%	-9%	i	0.5	-11%	1.1	-2%
COC(=O)COc1ccc(=O)n(-c2ccccc2)n1	-13	0	2.2%	-6.5%	8%	4%	i	0.3	18%	1.1	2%
CC(=O)Nc1ccc(N2CCOCC2)c(C(=O)Nc2cccc(C)c2)c1	-10	-6	-0.9%	-3.8%	-4%	-6%	i	5.6	4%	1.1	-3%
O=C(Nc1cccc(S(=O)(=O)C(F)F)c1)c1ccc(S(=O)(=O)N2CCCC2)cc1	0	-1	4.5%	-7.8%	11%	11%	i	0.7	5%	1	-1%
COc1cccc(C(C(=O)NC2CCCC2)N(C(=O)c2ccco2)C2CC2)c1OC (stereo unspecified)	8	16	-1.4%	1.4%	-1%	-12%	i	0.5	-5%	1.1	-2%
O=C(NCc1ccccc1)c1cccnc1N1CCOCC1	16	-5	-0.1%	-4.9%	-12%	13%	i	0.5	-11%	1.1	3%
Cc1nn(-c2ccccc2)c(Cl)c1/C=N/NC(=O)c1ccc(NS(=O)(=O)c2cccs2)cc1	-5	-3	3.2%	-3.3%	9%	-4%	·	·	1%	1.1	-3%
COc1cc2c(cc1OC)C(c1ccncc1)CC(=O)N2 (stereo unspecified)	-14	2	1.4%	-1.5%	-5%	20%	i	1.4	-5%	1.1	-1%
COc1ccc(N2CCn3c2nc2c3c(=O)n(CCCc3ccccc3)c(=O)n2C)cc1	·	·	·	-6.3%	-5%	·	·	·	-2%	1.1	2%
COC(=O)CNC(=O)c1cc(-c2ccncc2)nc2ccccc12	·	·	-0.1%	·	·	1%	i	5.8	·	·	-5%
CCOCCCNC(=O)CCN1C(=O)c2ccccc2Sc2ncccc21	·	·	-0.3%	·	·	4%	i	0.8	·	·	0%
Cc1ccc(-c2noc(CN3CCN(Cc4ccccc4)CC3)n2)cc1	12	31	0.2%	0.8%	13%	-2%	i	1.8	5%	1.1	8%
COCCNC(=O)c1ccc2c(c1)ncn2-c1ccc(C)c(Cl)c1	·	·	0.1%	·	·	-8%	i	0.4	·	·	13%
CCn1nccc1C(=O)NC1=C(C#N)CCC1	10	6	1.6%	-7.3%	-1%	2%	i	19	-1%	1.1	1%
Cc1cc(NC(=O)NC(C)(C(F)(F)F)C(F)(F)F)no1	·	·	1.6%	·	·	-10%	i	0.7	·	·	8%
Cn1c(SCC(=O)N2CCN(c3ccccc3)CC2)nnc1-c1ccccc1	-10	-5	1.3%	-6.3%	-4%	-12%	i	1.0	-1%	1.1	32%
Cc1ccc(C)c(NC(=O)c2cc(-c3cc(C)c(C)cc3O)n[nH]2)c1	·	·	0.4%	·	·	7%	i	0.3	·	·	-3%
COc1cc(CC(=O)O)c(C(C)=O)cc1OC	4	2	0.0%	0.7%	-6%	-1%	i	0.9	-3%	1.1	-1%
Cc1cc(C)n(-c2nc3ccccc3nc2N2CCN(S(=O)(=O)c3ccc(F)c(C)c3)CC2)n1	8	9	1.7%	-7.2%	21%	-1%	i	8.9	24%	1	2%
CC(C)CC(CC(C)C)=NNC(=O)c1ccc(CSc2nncn2C)cc1	-15	5	3.5%	-13%	10%	-3%	i	0.4	10%	1.2	-2%
CC(=O)c1cccc(NC(=O)C2CCCN(S(=O)(=O)c3cccc4cccnc34)C2)c1 (stereo unspecified)	5	0	0.9%	-19%	-3%	-8%	i	1.7	-4%	1.1	1%
COc1ccc(S(=O)(=O)N2CCN(C(=O)c3ccc([N+](=O)[O-])o3)CC2)cc1	·	·	7.8%	·	·	-4%	i	0.4	·	·	-6%
O=C(O)c1cc(Cl)c(Cl)cc1C(=O)N(Cc1ccccc1)Cc1ccccc1	·	·	0.6%	·	·	4%	i	0.7	·	·	2%
CCN(C(=O)COC(=O)c1cc([N+](=O)[O-])ccc1N1CCCCC1)C1CCS(=O)(=O)C1 (stereo unspecified)	-15	0	4.6%	-4.5%	7%	-8%	i	0.5	8%	1	-1%
Cc1ccccc1OCC(=O)OCC(=O)NCC1CCCO1 (stereo unspecified)	-29	5	-1.2%	-7.0%	-6%	0%	i	0.4	-9%	1.1	-5%
O=C(NC1CC1)c1sc2cc([N+](=O)[O-])ccc2c1Cl	-3	7	18%	-1.5%	11%	0%	i	0.2	1%	1.1	2%
c1ccc(-c2nc(CSc3n[nH]c(-c4cccs4)n3)cs2)cc1	12	5	·	-6.9%	-11%	-9%	i	6.2	3%	0.4	-1%
CCOc1ccc(NC(=O)[C@@H](NC(=O)c2ccccc2Br)C(C)C)cc1	16	32	1.0%	-4.6%	1%	19%	i	1.7	10%	1.1	-1%
COc1ccc(-n2c(CNC(=O)c3ccc(S(=O)(=O)N4CCCC4)cc3)n[nH]c2=S)cc1	0	-7	1.0%	-15%	7%	4%	i	5.3	2%	1	-2%
O=C1CCCN1CCC1CCCCN1Cc1nc(-c2cnccn2)no1 (stereo unspecified)	-2	12	-0.6%	-5.7%	-7%	-2%	i	1.2	-6%	1	3%
COc1cc(CN2CCCC(N3CCN(c4ccccc4C)CC3)C2)cc(Cl)c1O (stereo unspecified)	·	·	-0.2%	·	·	-3%	i	0.0	·	·	-3%
Cc1nn(C)cc1/C=C1\CCC/C(=C\c2cn(C)nc2C)C1=O	13	18	1.3%	-24%	-3%	9%	i	0.0	4%	1	2%
O=C(CCn1c(=O)oc2ccccc21)Nc1ccon1	-2	-4	0.5%	-3.3%	-5%	2%	i	5.2	-8%	1.1	2%
CCCCNc1c([N+](=O)[O-])cc(C)cc1[N+](=O)[O-]	2	7	1.7%	-6.5%	27%	0%	i	6.0	19%	0.9	2%
CCOC(=O)c1ccc(Nc2ncnc3c2cnn3C)cc1	0	9	-0.3%	0.1%	4%	-10%	i	6.0	5%	1.1	-3%
CC(NC(=O)Nc1ccc(O)cc1)(C(F)(F)F)C(F)(F)F	-11	2	1.9%	-4.5%	45%	0%	i	1.2	22%	1.1	i
Cc1ccc(C(=O)CC(Nc2ccc(F)cc2)c2ccccc2)cc1 (stereo unspecified)	9	14	1.6%	0.0%	7%	2%	i	1.1	16%	1	-1%
CC(Oc1cc(F)ccc1[N+](=O)[O-])C(=O)N(C)CC(=O)Nc1ccccc1C(F)(F)F (stereo unspecified)	-11	4	0.0%	-5.9%	-3%	0%	i	0.3	-4%	1.1	5%
NC(=O)CSc1ncc(-c2ccc([N+](=O)[O-])cc2)[nH]1	-10	-9	4.7%	-3.1%	-6%	-2%	i	0.3	-1%	1.1	20%
Fc1ccc(NC(=S)Nc2cccc3ccccc23)cc1F	·	·	10%	·	·	-1%	i	1.2	·	·	61%
c1ccc(CCNc2nc(-c3ccccn3)nc3ccccc23)cc1	·	·	?	·	·	12%	?	·	·	·	5%
COc1ccc(-c2csc3nc(C(C)C)oc(=O)c23)cc1OC	-6	-9	-0.3%	-3.2%	11%	0%	i	0.3	11%	1	-6%
Cc1cc(OCc2ccc(F)cc2)nc(-c2ccccc2O)n1	16	-8	3.2%	-1.8%	5%	-17%	i	2.1	-14%	1.1	-6%
O=C(CSc1nnc(CN2CCCCCC2=O)n1-c1ccccn1)NCC(F)(F)F	-8	-19	-1.1%	-7.3%	-4%	7%	i	7.5	-6%	1.1	-2%
CC(C)CC(C)c1cc(N)nc2nc3ccccc3n12 (stereo unspecified)	40	18	6.5%	-2.0%	4%	5%	i	0.7	0%	1.2	0%
CCOc1ccccc1NC(=S)N1CCN(c2cccc(OC)c2)CC1	·	·	1.8%	·	·	-7%	i	0.8	·	·	1%
CC1=[N+](C)N(c2ccccc2)C(=O)C1N=Cc1ccccc1Cl (stereo unspecified)	-7	10	1.6%	-5.5%	6%	2%	i	0.2	6%	1	3%
C=CCn1c(COc2ccc(CC)cc2)nnc1SCC(=O)NC1CCS(=O)(=O)C1 (stereo unspecified)	2	-36	-0.4%	-4.4%	8%	-4%	i	1.3	12%	1.1	2%
O=C(N/N=C/c1ccc([N+](=O)[O-])o1)c1cc(-c2ccc(-c3ccccc3)cc2)nc2ccccc12	41	33	3.0%	-5.1%	-64%	-3%	?	·	-63%	1.1	2%

No new results follow: an excerpt of the list.
SMILES	WT yeast gro inh	WT yeast gro inh mutant strain	RSV CPE inhibition	XIAP displacement	human PMI inhibitors	PhoP inhibition	Myeloid diff 2	Myeloid diff 2 GFP+ MAC1+ %	human PMI inhibition	TNAP activators	Siah-1 displacement
c1ccc(CCNc2nc(-c3ccccn3)nc3ccccc23)cc1	·	·	?	·	·	12%	?	·	·	·	5%
COc1ccc(-c2csc3nc(C(C)C)oc(=O)c23)cc1OC	-6	-9	-0.3%	-3.2%	11%	0%	i	0.3	11%	1	-6%
Cc1cc(OCc2ccc(F)cc2)nc(-c2ccccc2O)n1	16	-8	3.2%	-1.8%	5%	-17%	i	2.1	-14%	1.1	-6%
O=C(CSc1nnc(CN2CCCCCC2=O)n1-c1ccccn1)NCC(F)(F)F	-8	-19	-1.1%	-7.3%	-4%	7%	i	7.5	-6%	1.1	-2%
